# Screens from PubChem BioAssay.
# Granule exo inh – blocks lytic granule exocytosis; TALL-104 LAMP-1 surface exposure, flow cytometry; cells stimulated with thapsigargin and PMA; hit rate 0.66% among 360,000; inhibition, % at 10 µM; AID 651702;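 active = inhibition above about 55%, limit read from the data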
# Cardio protect – protects H9c2 cardiomyocytes from peroxide injury; hit rate 0.63% among 360,000; protection from H2O2 cell death, % at 20 µM; H2O2 injury protection, ATPLite, 2 h;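 active = compounds giving at least 50% protection of heart cells from peroxide-induced death in the single-dose screen, raw or plate-pattern-corrected value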;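 also: 0% = DMSO wells with peroxide and 100% = DMSO wells without peroxide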
# ABCB6 inh MLPCN – inhibitors of human ABC transporter ABCB6; fluorescence ratio to DMSO, % at 10 µM; K562-ABCB6 porphyrin accumulation, flow cytometry, 1 h; hits give low values; Q9NP58; hit rate 0.19% among 360,000;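 active = fluorescence ratio to DMSO below 75%, the collection mean minus 3 SD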;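 also: signal is porphyrin accumulated inside mitochondria; 100% equals median channel fluorescence of DMSO control wells; lower ratio means ABCB6 inhibition with less porphyrin fluorescence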
# Target sequence (Q9NP58 whole entry, looked up): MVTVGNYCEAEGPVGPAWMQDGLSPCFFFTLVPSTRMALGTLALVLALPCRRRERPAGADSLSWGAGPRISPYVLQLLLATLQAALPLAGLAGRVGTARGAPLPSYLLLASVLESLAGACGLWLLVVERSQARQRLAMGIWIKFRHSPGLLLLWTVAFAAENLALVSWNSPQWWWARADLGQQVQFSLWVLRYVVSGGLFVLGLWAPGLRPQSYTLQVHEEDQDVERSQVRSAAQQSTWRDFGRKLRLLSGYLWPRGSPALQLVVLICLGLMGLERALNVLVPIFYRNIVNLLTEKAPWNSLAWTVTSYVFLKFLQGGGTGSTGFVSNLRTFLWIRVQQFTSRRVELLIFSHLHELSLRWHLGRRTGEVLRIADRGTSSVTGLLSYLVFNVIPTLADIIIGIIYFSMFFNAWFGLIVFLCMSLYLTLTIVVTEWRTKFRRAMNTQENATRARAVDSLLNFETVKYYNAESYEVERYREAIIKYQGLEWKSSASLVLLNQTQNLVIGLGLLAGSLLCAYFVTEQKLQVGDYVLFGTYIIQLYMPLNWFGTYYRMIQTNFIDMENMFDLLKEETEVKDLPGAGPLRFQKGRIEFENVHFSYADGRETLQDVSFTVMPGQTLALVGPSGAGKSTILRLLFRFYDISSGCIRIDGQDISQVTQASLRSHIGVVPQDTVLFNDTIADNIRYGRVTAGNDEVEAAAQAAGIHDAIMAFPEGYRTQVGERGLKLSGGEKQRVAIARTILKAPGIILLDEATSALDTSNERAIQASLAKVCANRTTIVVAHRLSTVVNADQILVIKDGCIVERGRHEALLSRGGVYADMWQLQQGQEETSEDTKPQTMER
# Vif imaging – HIV Vif inhibition | HEK293T cells, Vif self-association by quenched fluorescence, imaging, 24 h | inhibition, % at 7.49 µM | hit rate 0.35% among 340,000 | AID 602346; in the data active = inhibition above about 50%, passing the limit was not always enough; also: some results filed as inactive read as strong as hits
# PDI turbidity – inhibitors of human protein disulfide isomerase; P07237; PDI insulin aggregation turbidity, A650, 90 min; inhibition, % at 10 µM; hit rate 0.052% among 350,000;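 active = mean inhibition across replicates of 30% or more, whatever share of single replicates reach that level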;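 also: absorbance from insulin aggregation driven by PDI reduction with DTT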
# iPSC survival up – increases survival of single human iPS cells. hiPSC single-cell survival, ATPlite luminescence; 100% = ROCK inhibitor wells, 0% = DMSO. survival enhancement, % at 20 µM. hit rate 0.044% among 360,000. AID 602274; in the data active = survival enhancement above about 18%;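 also: cells exposed to compounds for 16 hours before the ATP read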
# N-glyco inh – N-linked glycosylation inhibition; hit rate 0.23% among 360,000; reporter increase, % at 12.5 µM; D54 ERlucT glycosylation luciferase reporter, 24 h; percent of 100 nM tunicamycin response;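 active = mean luciferase reporter signal, scaled so untreated is 0 and the glycosylation-blocking control 100, at or above a set limit in every replicate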;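 also: luciferase carries N-glycosylation sites so blocking glycosylation raises the light; 0% = median of neutral control wells and 100% = median of 100 nM tunicamycin wells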
# aDG glyco up – alpha-DG glycosylation activation; Pro5-aDG cells, alpha-DG glycosylation AlphaScreen (IIH6); 0% Pro5, 100% B10-LARGE cell signal; AID 624168; activation, % at 10 µM; hit rate 0.22% among 360,000;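 active = activation of at least 8% versus controls, or a plate z-score of at least 8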;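 also: Pro5 are CHO cells carrying HIG-tagged alpha-DG that lacks glycosylation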
# m5-HT2A agonist – activates the mouse 5-HT2A serotonin receptor | hit rate 0.66% among 360,000 | P35363 | CHO-K1 mHTR2A beta-arrestin complementation, luminescence; percent of 30 µM serotonin response | activation, % at 7.6 µM | AID 624169;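 active = activation above a run cutoff, the mean activation of all tested compounds plus 3 SD, cut at about 14% in these data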;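 also: 0% = plate median of compound wells and 100% = 30 µM serotonin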
# CaV13 FRET inh – Primary screen for inhibitors of IQ motif and Ca2+-dependent inactivation inhibitor domain binding in CACNA1D, Förster resonance energy transfer in living cells, … | inhibition, % at 12.3 µM | HEK cells, CFP/YFP FRET ICDI-IQ, plate reader, 10 min; percent FRET-ratio fall versus neutral wells | AID 743397 | hit rate 0.098% among 340,000;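 active = mean replicate inhibition of at least 30% and at least 1% of replicates passing that level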;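 also: 0% = median of the neutral control wells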
# * hit, by the source's call; . = no result given.
SMILES,Granule exo inh,Cardio protect,ABCB6 inh MLPCN,Vif imaging,PDI turbidity,iPSC survival up,N-glyco inh,aDG glyco up,m5-HT2A agonist,CaV13 FRET inh
CNc1cncc(-c2cccc(C(=O)N(C)C)c2)n1,12,5,99,-6,6,-0.6,-2,-0.1,2,-4
CC(C)NC(=O)CN(C(=O)CCC(=O)Nc1nccs1)c1ccc2c(c1)OCO2,1,-6,84,13,18,-0.1,1,0.0,8,-5
CCc1c(C)c2c(C)nn(-c3ccccc3)c2oc1=O,-2,-1,104,5,3,8.3,0,0.3,-4,-4
CCCNc1c(NS(=O)(=O)c2ccc(C3CCCCC3)cc2)c(=O)oc2ccccc12,-2,-8,97,-9,18,-0.2,1,-0.1,11,.
COc1ccccc1-c1nnc(SCC(=O)c2ccc(C3CCCCC3)cc2)n1Cc1ccco1,-3,-22,103,-27,-6,1.4,-4,1.1,-4,.
CCOCCCNC(=O)c1cccc(NC(=O)C2=C(C)OCCS2)c1,-4,-1,93,-10,28,0.3,-1,0.0,-4,-19
CC(C)C[C@H](NC(=O)NCc1ccc(Cl)cc1)C(=O)O,-2,-5,103,-4,3,2.2,1,0.0,2,.
COc1ccc(CCNC(=O)COC(=O)c2ccccc2NCCO)cc1OC,-2,-8,94,3,-3,0.2,1,-0.1,7,-6
O=C(c1cc(COc2ccc(F)cc2Cl)on1)N1CCc2sccc2C1,26,-4,102,-2,-4,0.3,1,-0.1,-2,-5
COc1cccc(NC(=O)Cn2cnc3c(oc4nc5c(cc43)CCCC5)c2=O)c1,-4,4,102,4,5,-0.4,0,-0.3,2,-7
COc1cc(NS(=O)(=O)c2ccc(NC(=S)NC(=O)/C=C/c3ccc(F)cc3)cc2)ncn1,4,-5,102,-2,6,1.0,2,-0.1,-1,-5
CN(CC(=O)Nc1ccc(F)c(F)c1F)C(=O)CCN1C(=O)C2CC=CCC2C1=O (centres undefined),-5,7,96,.,6,-0.9,2,0.1,1,-10
O=C(CNc1cccc([N+](=O)[O-])c1)N/N=C/c1ccc([N+](=O)[O-])o1,-1,-10,103,9,7,-2.0,-9,19*,2,4
O=C(N/N=C/c1ccco1)c1ccc(NC(=O)c2ccccc2Cl)cc1,3,16,102,-1,3,-2.3,-6,0.0,-6,-11
COc1ccc(C2CC(c3ccccc3)=NN2C(=O)COC(=O)c2ccc(S(C)(=O)=O)cc2)cc1 (centres undefined),4,40,92,2,-8,0.7,-2,0.5,-6,-6
CCCCc1nc2ccccc2n1Cc1nnc2n1-c1ccccc1SC2,18,7,92,23,2,-5.2,-6,0.3,0,.
O=C(Nc1ccccc1)Nc1cccn(Cc2c(F)cccc2Cl)c1=O,0,-7,101,-7,3,-0.4,-5,0.5,-4,-4
C=CCNC(=O)CSc1nc2scc(-c3ccco3)c2c(=O)n1CC=C,-2,-3,98,-1,-2,2.1,0,0.0,0,-3
NS(=O)(=O)c1ccc(O)c(N2C(=O)c3cccc4c(C(=O)O)ccc(c34)C2=O)c1,0,2,102,-18,-4,-1.6,-1,-0.2,0,-3
Cc1cc(S(=O)(=O)Nc2ccc(C(=O)NCC(C)(C)N3CCOCC3)cc2)ccc1F,-10,1,90,10,-9,0.5,0,-0.1,-3,-6

# The closing 3 compounds of the section above open the next one.
SMILES,Granule exo inh,Cardio protect,ABCB6 inh MLPCN,Vif imaging,PDI turbidity,iPSC survival up,N-glyco inh,aDG glyco up,m5-HT2A agonist,CaV13 FRET inh
C=CCNC(=O)CSc1nc2scc(-c3ccco3)c2c(=O)n1CC=C,-2,-3,98,-1,-2,2.1,0,0.0,0,-3
NS(=O)(=O)c1ccc(O)c(N2C(=O)c3cccc4c(C(=O)O)ccc(c34)C2=O)c1,0,2,102,-18,-4,-1.6,-1,-0.2,0,-3
Cc1cc(S(=O)(=O)Nc2ccc(C(=O)NCC(C)(C)N3CCOCC3)cc2)ccc1F,-10,1,90,10,-9,0.5,0,-0.1,-3,-6
COc1ccccc1Nc1nc(C)cc(C)c1C(N)=O,-2,-9,91,.,-6,-0.2,3,0.1,3,.
Cc1ccc(-c2nc(CNC(=O)c3cc(C)on3)cs2)cc1,0,-9,96,-4,-3,-0.7,3,0.5,-8,.
CN1CCN(C(=O)c2cccc(-c3ccc4nncn4c3)c2)CC1,8,0,102,.,-15,0.8,0,0.0,-4,-5
CCC(CC)C(=O)N1CC(=O)Nc2ccc(Br)cc2C1c1ccccc1 (centres undefined),-4,-39,93,9,1,0.6,-2,0.3,10,-6
CCOc1ccccc1NC(=O)c1cccc2c1C(=O)N(C1CCCCC1)C2,0,-6,96,-7,-9,-0.1,-3,-0.4,-5,-17
COc1ccc2ccccc2c1CNCCCN1CCOCC1,-2,8,100,4,-5,-0.6,-1,0.0,-4,-3
Brc1ccc(-c2nnc3sc(CN4CCC5(CC4)OCCO5)cn23)cc1,2,-6,101,-10,-4,-2.1,1,-0.3,-2,-7
O=C(CCCn1cnc2ccccc2c1=O)Nc1ccccc1F,10,8,98,-13,3,0.8,3,0.0,-1,-6
C/C(=C1/SC(N2CCOCC2)=NC1=O)c1ccc(Cl)cc1,11,0,105,-4,-7,1.4,0,-0.2,4,.
NC(Cc1ccc(C(F)(F)F)cc1)c1csc(Nc2nncc3ccccc23)n1 (centres undefined),37,-12,187,20,-6,-3.1,-13,-0.5,8,-5
Cc1ccc(C(=O)C2CCN(CC(=O)NCc3ccc(F)cc3)CC2)cc1,-7,-3,93,-2,1,-0.6,-1,0.1,-12,-4
CCN1CCN(C(c2cccc(OC)c2OC)c2nnnn2Cc2ccco2)CC1 (centres undefined),-5,7,100,3,-3,1.6,3,-0.2,-9,-3
COCCOc1ccc(C(F)(F)F)cc1NC(=O)COC(=O)C1=COCCO1,-3,14,97,.,4,1.0,1,-0.3,7,-6
COC(=O)c1ccc(CSc2nncn2C)cc1,2,-1,102,4,5,0.0,-1,-0.1,4,-3
CC1CCN(C(=O)Cn2c3ccccc3c3nc4n(c(=O)c32)CCS4)CC1,9,27,96,-13,4,-0.4,-2,-0.1,-6,-12
COc1ccccc1-n1c(SCC(N)=O)nc2sc3c(c2c1=O)CCC3,11,-2,98,-1,1,-0.1,1,-0.1,-1,-6
Cc1ccc(S(=O)CCNC(=O)Cc2ccccc2)cc1 (centres undefined),0,-8,101,-2,-1,0.2,3,0.1,-2,-7
COc1ccc(C(=O)NCCN2CCCC2)cc1OC,1,-1,96,6,-1,5.8,-2,0.1,5,-4
CCOC(=O)c1[nH]c(COC(=O)c2ccccc2NC(=O)c2ccco2)c(C(=O)OCC)c1C,13,3,99,-9,2,5.7,0,0.1,0,-5
NC(=O)C(NN=C(c1ccccc1)c1ccccc1)c1ccccc1 (centres undefined),2,3,98,2,0,-2.7,-1,-0.1,-8,-6
COc1ccc(NC(=O)C/C(C)=N/NC(=O)c2ccccn2)c(OC)c1,-6,2,86,13,-10,-0.7,2,-0.2,-1,-2
Cc1ccc(NC(=O)C(C)OC(=O)COc2cccc(C(F)(F)F)c2)cc1S(=O)(=O)N1CCOCC1 (centres undefined),-2,4,101,-1,2,0.6,2,0.7,3,-5
CCOC(=O)c1c(C)oc2c1c(CN1CCN(C(=O)OCC)CC1)c(O)c1ccccc12,6,-22,104,0,-1,-3.4,0,0.6,2,-5
CCOc1ccc(S(=O)(=O)N2CCN(C(=O)COc3ccc(Br)cc3)CC2)cc1,-3,-8,95,-2,-7,-0.3,-3,0.2,1,-2
O=C(COc1ccc(Cl)cc1)NCc1nnc(SCC(=O)Nc2ccccc2F)o1,2,6,102,1,-1,-1.7,1,-0.4,2,2
COC(=O)c1ccccc1NC(=S)NC(NC(=O)c1ccco1)C(Cl)(Cl)Cl (centres undefined),0,-2,101,4,1,0.1,5,-0.1,-3,-8
Cc1ccc(S(=O)(=O)/C(C#N)=C/c2c(N3CC(C)OC(C)C3)nc3ccccn3c2=O)cc1 (centres undefined),0,2,77,67*,-10,1.7,2,-0.5,-2,-7
Cc1cccc(OCC(=O)Nc2cccc(C(=O)NCC(C)C)c2)c1,-4,-5,101,-1,-9,2.6,0,0.2,-1,-5
COc1cc(C2=NOC(C(=O)Nc3ccc(C(C)=O)cc3)C2)cc(OC)c1OC (centres undefined),-1,2,96,-5,8,0.0,6,0.3,-5,-5
CCCc1nnc(SCC(=O)Nc2cccc(C(F)(F)F)c2)o1,-8,-10,97,6,-5,-0.2,0,-0.1,-2,-4
COc1cc(CN2CCc3ccccc3C2)ccc1O,24,-16,97,-1,-6,-0.1,93*,-0.3,-6,4
CCSc1nnc(-c2cccc(S(=O)(=O)N(CC)CC)c2)n1Cc1ccccc1,2,23,98,-9,1,-2.4,-2,0.3,-8,-5
O=C(NC1C2CC3CC(C2)CC1C3)c1ccc(Br)o1 (centres undefined),-10,-4,97,-1,10,0.1,-6,0.0,1,-7
CCN1CCCC1CNC(=O)c1ccc(Sc2ccc(F)cc2)c([N+](=O)[O-])c1 (centres undefined),-2,19,96,8,0,-0.8,-4,0.0,-12,-7
FC(F)(F)c1cccc(N2CCC(N=CN3CCCCCC3)=N2)c1,-2,-10,97,-8,-6,-0.1,0,-0.5,2,-3
O=C(O)c1ccc(S(=O)(=O)N2CCc3ccccc3C2)cc1,15,1,97,-7,-6,-0.4,1,-0.1,4,-1
C(=C\c1nc(-c2ccccc2)no1)/c1ccccc1,-2,-14,105,-7,1,-1.9,-8,-0.4,2,-3
N#Cc1cnn(-c2ccc([N+](=O)[O-])cc2[N+](=O)[O-])c1N,9,0,95,-6,-6,0.2,1,1.4,3,-7
OCc1cn(-c2ccc(Cl)cc2)nn1,-4,-6,98,15,-9,-1.1,2,-0.1,0,-4
Cc1cc(N2CCN(C(C(=O)NC3CCCC3)c3ccco3)CC2)c2ccccc2n1 (centres undefined),-4,.,.,.,.,.,.,0.4,2,-11
COc1ccccc1NC(=O)CSc1nc(N)c(-c2ccccc2)c(=O)[nH]1,0,-4,100,-7,3,-0.5,3,-0.3,1,-5
COC(=O)c1c(-c2cccnc2)csc1NC(=O)c1cc(C)on1,4,5,106,-15,-5,-2.6,-5,-0.2,-1,-7
Nc1ccc(SC(F)(F)F)cc1,-4,-3,101,-8,5,-0.8,1,-0.2,1,0
CC(=O)c1ccc(NC(=O)CCNS(=O)(=O)c2ccccc2F)cc1,-19,-4,97,-10,0,-0.7,-2,0.0,-4,-2
CCCC[C@H]1COCCS(=O)(=O)N1Cc1ccc(Br)cc1,-5,-13,101,8,8,-0.5,-6,0.0,-4,-9
CC(=O)N1CCN(CC(=O)Nc2ccc([N+](=O)[O-])cc2Br)CC1,-8,6,102,14,3,-0.5,-1,-0.3,-3,-6
CCOC(=O)c1c(NC(=O)c2ccc(S(=O)(=O)N3CCOCC3)cc2)sc2c1CCN(C)C2,3,-6,102,.,1,-0.3,-1,-0.3,-5,-7
COC(=O)Cc1cc(OC)c(OC)cc1Cc1cc(OC)c(OC)cc1CC(=O)OC,0,5,99,.,5,-2.6,6,-0.2,-1,-3
COCCN1CCN(C(=O)C2CCC(=O)N(Cc3cccc(C(F)(F)F)c3)C2)CC1 (centres undefined),10,1,102,-1,3,0.1,1,0.2,5,.
CCOC(=O)NNc1ccccc1,-3,-2,100,-9,5,-0.3,1,-0.1,4,1
O=C(CNC(=O)c1ccccc1F)Nc1ccc2c(c1)OCO2,3,-4,99,-5,-4,-0.4,0,-0.2,-7,-16
